High-throughput results: PubChem, several laboratories
Furin inhibitor: human furin inhibitors, primary screen, biochemical, fluorescence intensity | P09958 | purified furin, fluorogenic substrate cleavage | inhibition, % at 30 µM | hit rate 0.061% among 220,000 | AID 463115, 2010; in the data active = inhibition above about 25%; also: inactives centre near -15
Target sequence (P09958 108-714 limits assumed): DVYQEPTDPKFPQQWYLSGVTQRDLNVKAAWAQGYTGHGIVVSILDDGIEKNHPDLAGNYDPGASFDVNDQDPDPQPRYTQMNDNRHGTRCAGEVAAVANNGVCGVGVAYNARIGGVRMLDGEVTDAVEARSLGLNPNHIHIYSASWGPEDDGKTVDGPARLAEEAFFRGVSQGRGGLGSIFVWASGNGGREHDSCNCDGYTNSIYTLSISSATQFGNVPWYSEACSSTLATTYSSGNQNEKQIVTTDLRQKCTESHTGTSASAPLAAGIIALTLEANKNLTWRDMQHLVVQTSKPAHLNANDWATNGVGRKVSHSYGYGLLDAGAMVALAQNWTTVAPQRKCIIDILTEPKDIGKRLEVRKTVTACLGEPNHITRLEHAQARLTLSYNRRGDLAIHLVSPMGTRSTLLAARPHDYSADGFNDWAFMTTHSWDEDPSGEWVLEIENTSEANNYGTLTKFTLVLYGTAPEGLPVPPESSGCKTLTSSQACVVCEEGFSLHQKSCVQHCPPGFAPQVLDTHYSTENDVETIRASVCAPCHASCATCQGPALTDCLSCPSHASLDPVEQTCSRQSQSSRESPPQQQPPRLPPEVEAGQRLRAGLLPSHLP
hK5 inh: human KLK5 protease inhibitors, primary screen, biochemical, 1536-well. inhibition, % at 5 µM. Kallikrein-5 (Homo sapiens), Q9Y337. hit rate 0.59% among 210,000. AID 873, 2007. recombinant hK5, fluorogenic AMC substrate cleavage;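 active = inhibition of 40% or more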;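 also: 0% = enzyme controls without compound and 100% = no-enzyme blanks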
Target sequence (Q9Y337 67-293 limits assumed): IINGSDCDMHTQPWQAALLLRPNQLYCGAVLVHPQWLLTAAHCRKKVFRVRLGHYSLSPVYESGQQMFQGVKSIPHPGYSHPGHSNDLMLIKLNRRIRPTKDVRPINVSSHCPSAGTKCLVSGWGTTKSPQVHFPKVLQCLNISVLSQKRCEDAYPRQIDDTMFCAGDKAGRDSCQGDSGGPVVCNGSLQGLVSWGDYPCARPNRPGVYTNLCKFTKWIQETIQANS
Rad51 HR inh: human RAD51 strand exchange inhibitors, primary screen, biochemical, fluorescence; DNA repair protein RAD51 homolog 1 (Homo sapiens), Q06609; hRad51 DNA strand exchange, fluorescence dequenching; inhibition, % at 10 µM; hit rate 0.085% among 200,000; AID 1385, 2008;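 active = inhibition above 40% at the single screening dose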;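 also: 0% = DMSO control wells and 100% = blanks with heterologous ssDNA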
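Material: hRad51 filaments on single-stranded DNA; Reagent: Donor/quencher-labelled 47-bp dsDNA substrate; Compound: 10 µM final, single point; Schedule: 37 °C 15-min filament assembly, 30-min compound preincubation, 15-min exchange; Technique: FRET fluorescence, excitation 485 nm, emission 520 nm; Benchmarks: control wells and blank wells on each plate.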
KCC2 mod: KCC2 cotransporter modulators, thallium flux, primary screen, cell-based, HEK293 KCC2, FluoZin-2 fluorescence, MLSMR | Solute carrier family 12 member 5 (Homo sapiens), Q9H2X9 | KCC2 cells, thallium flux FluoZin-2 fluorescence | B-score of Tl+ flux slope (higher = more flux/activation; lower = inhibition) at 10 µM | hit rate 2.2% among 190,000 | AID 1456, 2008;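 active = thallium flux slope and its plate-corrected score both differing from the plate sample mean at a set confidence after two filtering rounds, in either direction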;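 also: slope of fluorescence scaled to starting intensity during 10 to 20 s after thallium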
FXIa inh: human FXIa protease inhibitors, primary screen, biochemical, 1536-well; Coagulation factor XI (Homo sapiens), P03951; purified FXIa, Boc-Glu-Ala-Arg-AMC fluorogenic substrate; hit rate 0.14% among 220,000; inhibition, % at 5 µM;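 active = inhibition of at least 40%; inactive = inhibition below 40%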;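 also: fluorescence of freed AMC excited at 355 nm; 0% = enzyme without compound and 100% = no enzyme blank; many of its hits are not listed in these tables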
FXIIa inh: human FXIIa protease inhibitors, primary screen, biochemical, 1536-well. inhibition, % at 5 µM. hit rate 0.3% among 220,000. Coagulation factor XII (Homo sapiens), P00748. purified FXIIa, Boc-QGR-AMC fluorogenic substrate, 2 h; in the data active = inhibition above about 40%;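 also: 0% = enzyme with no compound and 100% = blank without enzyme; many of its hits are not listed in these tables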
Calpain2 inh: inhibitors of pig calpain II, primary screen, biochemical, fluorogenic peptide substrate, 1536-well; purified calpain II, 30 min; inhibition, % at 16 µM; hit rate 0.37% among 220,000; AID 1236, 2008;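 active = inhibition above about 50%, limit read from the data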
PERK inh: block of dimerizer-induced PERK translation repression, primary screen, PERK inhibitor project, CHO PERK-DD cells, SEAP luminescence, HTS; hit rate 0.17% among 220,000; AID 1416, 2008; inhibition, % at 5.6 µM; CHO PERK-DD fusion, SEAP luminescence translation reporter;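 active = inhibition above the mean inhibition of all tested compounds plus 3 SD, set separately per screening campaign, cut at about 2.9% in these data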;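 also: PERK kinase domain activated by AP20187 dimerizer at 100 nM; 0% = DMSO with dimerizer and 100% = rapamycin at 8.4 µM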
Thrombin inh: human alpha-thrombin inhibitors, primary screen, counter-screen for coagulation protease inhibitor project, biochemical, 1536-well, fluorogenic AMC substrate; Boc-VPR-AMC fluorogenic substrate cleavage; inhibition, % at 5 µM; hit rate 0.26% among 220,000;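 active = inhibition at or above 40%; inactive = inhibition below 40%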;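 also: 0% = enzyme with no compound and 100% = wells without enzyme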
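System – human alpha-thrombin protein · Reagent – Boc-VPR-AMC substrate, 15 µM final · Compound – 5 µM single dose in 0.2% DMSO · Schedule – reaction at room temperature · Technique – AMC fluorescence at 355 nm excitation and 460 nm emission · Read-out basis – % inhibition relative to enzyme controls and enzyme-free blanks · Control set – no-compound enzyme wells and no-enzyme blanks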
The depositor's hits bear a star; . = not tested or not shown; [ ] = remark or other dose.

Compound	Furin inhibitor	hK5 inh	Rad51 HR inh	KCC2 mod	FXIa inh	FXIIa inh	Calpain2 inh	PERK inh	Thrombin inh
O=C(N/N=C\c1ccc(F)cc1)c1ccc(Cn2cc(Br)c([N+](=O)[O-])n2)o1	-22.6	-4.4	-55.3	-0.0825	13.0	15.3	11.2	-0.5	1.1
CCCn1nnnc1SCC(=O)N1CCCc2ccccc21	-32.1[20 µM]	-2.4	-0.7	0.255	-6.9	-3.0	32.8	-0.3	-4.6
COC(=O)c1ccccc1NC(=O)CC#N	-20.6	2.1	21.1	0.232	5.0	10.7	-23.6	1.4	0.7
O=C(Nc1ccccn1)c1sc2cccc(F)c2c1Cl	-26.1	-0.8	20.0	0.313	-5.1	4.9	-24.1	0.8	3.4
COc1ccc(CNC(=O)Nc2cccc3ccccc23)cc1	-25.1[20 µM]	-16.8	3.4	-0.0292	-4.1	14.0	-8.6	0.6	-3.5
Cc1ccc(Nc2nc3ccccc3c(=O)s2)cc1	-9.7	23.4	-2.2	14.2*	30.1	26.2	8.3	0.0	-3.4
C=CCNC(=S)NNC(=O)c1ccco1	-36.7	-0.1	-0.2	0.472	2.6	11.8	-20.2	0.9	.
CC1=C(C(=O)OCc2ccccc2)C(c2ccc(C(C)(C)C)cc2)NC(=O)N1CCCCCC(=O)O (stereo not drawn)	5.1	-3.4	-3.8	-1.35	2.8	12.7	6.2	-1.8	-1.6
CCc1cc2c(cc3c(=O)n(CC(=O)N4CCN(c5ccccn5)CC4)nc(CC)n32)s1	-4.6	-10.7	-1.2	.	1.0	3.7	2.1	0.0	5.1
Nc1nc(-c2ccc(-c3ccccc3)cc2)cs1	-8.4	-5.8	-2.5	.	-5.7	5.2	-147.9	0.1	-0.4
Cc1ccc(Cc2nc(-c3cccc(C)c3)no2)cc1	-18.9[20 µM]	3.0	2.6	-0.589	3.3	6.7	17.0	0.6	-1.5
O=C(COc1c(Br)cc(Br)c2cccnc12)N1CCCCC1	-21.9	-5.0	4.3	0.239	-6.3	3.2	-36.3	0.0	-5.1
Cc1c(NC(=O)CCN2C(=O)c3ccccc3C2=O)c(=O)n(-c2ccccc2)n1C	-22.7	-4.9	-4.6	-0.149	-8.5	-13.9	8.8	0.8	-8.7
CCOC(=O)c1sc(NC(=O)c2cccs2)cc1C	-22.1	-10.4	0.4	.	-7.4	-8.7	-82.9	-1.0	2.2
O=C(/C=C/c1c(F)cccc1Cl)Nc1nc2ccccc2[nH]1	-15.7	-13.3	6.2	0.015	7.1	7.0	-11.8	1.4	-4.5
Cc1cc(C)n(C(=O)CN2C(=O)c3ccccc3C2=O)n1	-20.9	-6.8	6.5	1.88	-1.1	8.3	-7.9	0.0	1.6
Oc1cccc(NC(=S)Nc2ccccc2)c1	-28.6	-0.5	.	1.04	-0.2	6.8	-10.4	1.1	2.4
O=C(Nc1cccc(-c2ccc3nncn3n2)c1)c1ccco1	-23.7	-4.0	0.5	-0.76	-1.1	-2.2	-11.5	0.2	-15.1
Cc1cc(C)nc(NCC(O)CNc2ccccc2C)n1 (stereo not drawn)	-16.6[20 µM]	4.6	-1.0	0.594	0.2	12.9	-8.4	0.3	0.3
O=[N+]([O-])c1ccc(N2CCCCC2)cn1	-6.2	-3.9	24.6	0.27	-2.8	4.7	1.0	2.1	-1.5
O=C(Nc1ccc(F)c(F)c1)c1ccc(F)c(S(=O)(=O)N2CCOCC2)c1	-22.5	0.4	.	.	9.6	12.1	3.9	-0.9	0.5
Cc1cccc(C)c1OCC(=O)OC/C(O)=C(\C#N)c1nc2ccccc2[nH]1	-10.7	5.0	-10.7	0.642	-16.5	-9.8	4.8	-0.1	-4.2
Cc1csc(C(C#N)C(=O)c2ccc(S(=O)(=O)N3CCCC3)cc2)n1 (stereo not drawn)	0.2	5.3	-6.4	.	1.5	4.1	-23.6	-0.3	-7.8
Nc1nc(NCCCN2CCOCC2)nc(Nc2ccc(Cl)cc2)c1[N+](=O)[O-]	-2.5	0.8	.	-0.00253	0.7	7.0	-6.5	-0.8	-4.3
CSc1ccccc1NC(=O)COC(=O)c1c[nH]c(=O)[nH]c1=O	-17.0	2.5	-18.7	0.899	-1.4	9.0	13.4	1.3	-0.4
CCN1CCN(CC(=O)c2ccc(OC)cc2)CC1	-21.4	-4.4	0.1	-0.995	-2.1	3.0	15.6	0.8	-5.7
CC1CCc2c(C(=O)NCC3CCCO3)csc2C1 (stereo not drawn)	-23.2	-7.1	-8.9	0.514	-3.7	2.6	14.7	-0.3	-0.2
Clc1nc(Cl)nc(N(c2ccccc2)c2ccccc2)n1	-17.7	-12.3	7.2	-1.98	8.5	17.3	-10.2	1.2	-1.7
S=c1[nH]nc(CSCc2ccccc2Cl)n1C1CCCCC1	0.5	-26.0	3.7	26.7*	-3.5	-8.2	65.2*	1.1	-2.0
Cc1ccccc1CNC(=O)Cc1cccs1	-22.4	.	.	1.01	-5.6	4.7	-14.3	0.1	-5.8
O=c1/c(=C/c2ccccn2)sc2nc3ccccc3n12	-8.0	2.0	.	.	-2.5	10.4	-25.4	1.5	-2.9
CCOc1ccc2ccccc2c1/C=N/NC(=O)CC1(C)OCCCO1	-14.2	-3.6	0.8	-2.66	4.8	2.5	-8.7	-0.4	0.0
O=C(C1CCCCC1)N1CCN(S(=O)(=O)c2ccc(Br)cc2)CC1	-14.4	-5.9	-2.8	0.176	4.6	19.9	-1.4	0.3	-2.3
Fc1ccccc1CSc1nnc(-c2cccnc2)o1	-32.2	-2.2	5.7	-0.879	1.9	10.7	3.0	0.6	0.8
CCOC(=O)C1(Cc2cccc(OC)c2)CCN(Cc2ccc(OC)c(OC)c2)CC1	-0.6	23.6	.	-0.52	13.0	15.8	34.3	-1.1	6.2
COc1ccc(OCCNC(=O)C(c2ccccc2)c2ccccc2)cc1	-10.6[20 µM]	-18.1	-1.6	-1.92	17.3	26.2	24.7	0.4	-3.3
CC(C)C(c1nnnn1Cc1ccco1)N1CCN(c2nc3ccccc3s2)CC1 (stereo not drawn)	-5.6	4.8	3.7	-0.559	4.5	14.5	1.4	-1.4	-0.5
CC(O)Cn1c(=O)c2c(nc(Br)n2Cc2ccccc2)n(C)c1=O (stereo not drawn)	-21.3[20 µM]	-3.6	7.5	-0.336	6.1	8.2	-2.4	0.2	-0.9
N=c1c2c(-c3ccccc3)c(-c3ccccc3)n(Cc3ccco3)c2ncn1Cc1ccco1	-17.3	-7.4	-4.7	-0.883	-0.1	13.0	-13.1	-0.8	-0.1
O=[N+]([O-])c1ccccc1S(=O)(=O)NCCc1ccncc1	-6.3	-7.8	8.9	0.408	-4.5	-0.2	3.2	1.1	-1.6
N#CCCNC(=O)CCN1CCCCC1	-5.7[20 µM]	-0.2	12.3	0.922	-1.9	10.9	-20.5	-0.9	-2.9
COc1ccc(N2CCN(C(=O)CCc3ccc(S(=O)(=O)NC(C)C)cc3)CC2)cc1	-23.5[20 µM]	-4.3	3.5	1.22	7.7	16.0	-3.3	-0.3	1.6
CCCCC(=O)Nc1ccc(C(=O)Nc2cccnc2)cc1	-8.4[20 µM]	-28.1	0.7	1.41	-6.9	14.8	-36.0	0.6	0.7
NS(=O)(=O)c1cc2c(cc1Cl)NC(CSCc1ccccc1)=NS2(=O)=O	-15.7	-4.9	0.8	0.0241	5.5	13.1	17.0	1.9	1.6
FC(F)Oc1ccccc1NC(=S)Nc1cccnc1	-24.0	1.4	4.1	0.631	-0.3	11.7	16.7	0.8	-3.3
COc1ccc(OC)c(CN(CCCN2CCOCC2)C(=O)Nc2ccccc2)c1	-14.1[20 µM]	-6.8	0.8	-0.164	9.1	10.3	5.9	-0.8	0.3
COc1ccc(CN2CCN(CCC(C)C)C(CCO)C2)cc1Cn1cccn1 (stereo not drawn)	-29.9	-26.7	6.7	-0.00916	-5.3	10.7	13.3	-0.6	0.2
CC1=CC2=NC(=O)/C(=C\c3ccc(-c4cccc(Cl)c4)o3)C(=N)N2O1	14.4	-17.0	-24.5	-1.64	7.4	8.1	-89.0	0.7	0.2
O=C(COC(=O)C1(c2ccc(Cl)cc2)CCCC1)NCc1ccco1	-16.9	5.4	1.2	-0.971	1.0	13.0	10.1	0.5	0.4
CC1CCN(c2c(NCC3CCC(C(=O)NCc4ccccc4)CC3)c(=O)c2=O)CC1 (stereo not drawn)	-7.2	-14.3	.	0.823	-2.7	0.8	-5.7	0.4	-4.8
O=C(NCC1CCCO1)c1csc2c1CCCCC2 (stereo not drawn)	-3.8	0.8	3.3	.	6.7	13.8	-1.4	0.1	1.9
COc1ccc(NC(=O)C2C3C=CC4(CN(Cc5cccnc5)C(=O)C24)O3)c(OC)c1 (stereo not drawn)	-4.3[20 µM]	-24.8	0.4	0.115	-1.3	1.4	-6.3	0.2	-6.9
COC(=O)C1=C(O)/C(=C\c2ccc(O)c(OC)c2)N=C1C	-19.2[20 µM]	3.1	1.2	.	6.9	18.4	23.6	0.9	5.5
CC1CC(C)(C)CC2(C1)NC(=S)N(c1ccccc1)N2 (stereo not drawn)	-20.5[20 µM]	-25.7	11.6	.	-4.0	11.1	-7.8	1.2	2.6
N#Cc1ccccc1NC(=O)COC(=O)c1ccc(S(=O)(=O)N2CCCC2)cc1	0.1	0.0	-4.8	0.618	1.5	14.8	23.5	0.9	1.5
CC(=O)NCCc1nc2ccccc2n1Cc1cc(C)ccc1C	-20.7	-3.8	.	0.622	-3.1	0.2	21.8	0.3	-13.2
COc1cccc(-n2nnc3c(=O)n(CC(=O)Nc4ccccc4C)cnc32)c1	-17.7	-10.2	15.2	-0.513	-4.9	1.9	-4.3	0.2	-2.8
C=CCNC(=O)c1onc(CSc2cc(C)ccc2C)c1C(=O)O	-2.1[20 µM]	-11.5	3.0	0.503	-7.0	0.9	-6.1	-0.3	-9.3

In the list so far, these have a COOH group:
Compound	Furin inhibitor	hK5 inh	Rad51 HR inh	KCC2 mod	FXIa inh	FXIIa inh	Calpain2 inh	PERK inh	Thrombin inh
CC1=C(C(=O)OCc2ccccc2)C(c2ccc(C(C)(C)C)cc2)NC(=O)N1CCCCCC(=O)O (stereo not drawn)	5.1	-3.4	-3.8	-1.35	2.8	12.7	6.2	-1.8	-1.6
C=CCNC(=O)c1onc(CSc2cc(C)ccc2C)c1C(=O)O	-2.1[20 µM]	-11.5	3.0	0.503	-7.0	0.9	-6.1	-0.3	-9.3

Only part of the results is shown; rates above refer to the full screens.
